Source: PubChem (National Center for Advancing Translational Sciences (NCATS))
p53ts 39C kill: qHTS Screen for Compounds that Selectively Target Cancer Cells with p53 Mutations: Cytotoxicity of p53ts Cells at the Nonpermissive Temperature; AID 902, 2007; Potency, µM (titrated, usually from 46.1 µM), for the others: at the highest dose activity change, negative = cell killing, hits mostly cytotoxic; actives 1.5% (n = 130,000); H1299-p53A138V viability at 39C, ATP luminescence, 24 h; also: nearly all actives have a fitted effect of over 55% in size
IkB signaling: IkB Signaling; ABC-DLBCL IkBa-CBG/CBR dual luciferase ratio, 4 h; response scale: scaled: untreated 0%, proteasome inhibitor 100%; Potency, µM (top dose mostly 57.1 µM), inactives show top-dose IkBa stabilization activation; actives 0.04% (n = 110,000); active = well fitted curve in the direction sought with a large enough effect in the signal ratio, not every such curve was filed as active; inconclusive = small, poorly fitted or top-dose-only effect, or a change in a side signal; the % refers to the signal ratio;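 also: the direction sought is a rising ratio; 0% = basal untreated cells and 100% = reference inhibitor full response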
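Luminescence ratio of IκBα-fused green versus native red beetle luciferase in OCI-Ly3 cells, 4 h post-doxycycline with compound; red signal alone, scaled from basal (0%) to zero light (-100%), flagged nonspecific or cytotoxic effects.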
p53ts 32C kill: qHTS Screen for Compounds that Selectively Target Cancer Cells with p53 Mutations: Cytotoxicity of p53ts Cells at the Permissive Temperature; H1299-p53A138V at 32C, ATP luminescence viability, 24 h; Potency, µM (series often up to 46.1 µM), inactives show top-dose activity change, negative = cytotoxicity, actives largely listed as cytotoxic; actives 0.93% (n = 130,000);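 also: 0% = DMSO and -100% = full killing by reference compound; nearly all actives have a fitted effect of over 55% in size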
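Cells: H1299 p53ts (A138V), 600/well, pre-incubated 16–30 h at 37C. Cpd up to 46 uM, 24 h, 32C. Readout: ATPlite luminescence, 20 min RT. Normalization: DMSO vs tamoxifen 100 uM. AC50 by Hill equation.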
Peg3 imprint: qHTS Assay for Compounds that Induce Erasure of Genomic Imprints; actives 0.02% (n = 110,000); AID 1948, 2009; Potency, µM (top dose mostly 60.7 µM), for the others: at the top dose activity change, positive = activation, hits mostly activators; mouse ES Peg3-LacZ reporter, beta-gal luminescence, 40 h;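 also: 0% = negative control wells on the plate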
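Each well holds 300 Peg3LacZ-Neo (maternal) female ES cells incubated 40 h at 37C, 5% CO2. LacZ is measured by BetaGlo luminescence, with AC50 and maximum efficacy derived from dose-response curves.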
* = called active by the depositor; ? = inconclusive; . = no result given; & = joins results of further samples; [ ] = another dose, or the depositor's remark. Unless noted, calls follow the shape of the dose curve; as a rule, active = well fitted curve in the direction sought with a large enough effect; inconclusive = small, poorly fitted or top-dose-only effect, or another doubt; inactive = no such curve, though single readings can be large; an effect the other way counts as inactive or inconclusive. Unless noted, % is scaled to controls: 0 for no effect and ±100 for the full control effect; potency is read from the fitted curve at half-maximal effect.

SMILES | p53ts 39C kill | IkB signaling | p53ts 32C kill | Peg3 imprint
CCOc1ccc2[nH]c(=O)c(CN(CC3CCCN3CC)C(=O)NCc3ccccc3)cc2c1 (configuration not stated) | -6% | 0.1% | -9% | -3%
COCCNC(=O)c1ccc2c(=O)n(CCOC)c(=O)[nH]c2c1 | -1% | 3.6% | 3% | -6%
Cn1c(=O)n(C)c2cc(S(=O)(=O)O)ccc21 | 9% | . | 1% | .
CCCCN(C)CCNC(=O)c1nn(-c2ccc(OC)c(Cl)c2)c(=O)c2c1c1ccccc1n2C | 36%[activator] | ? | 6% | -11%[10.9 µM]
Cc1ccc2nc(N3CCN(Cc4nnnn4Cc4ccccc4)CC3)c(C#N)cc2c1 | -16% | 1.9% | -6% | -15%
Cc1nnc(SCC(=O)Nc2nccs2)[nH]c1=O | 12% | -1.6% | -16% | -3%
CCc1cc2c(NCC(=O)O)ncnc2s1 | -3% | 3.0% | -7% | -1%
COC(=O)c1cccc(S(=O)(=O)N(Cc2ccco2)Cc2cc3ccc(OC)cc3[nH]c2=O)c1 | 12% | 0.7% | 6% | -5%
CC(=O)C1C(c2ccc(Cl)cc2)NC(=O)NC1(O)C(F)(F)F (configuration not stated) | 6% | 2.4% | 20% | -4%
Cc1cc(C)cc(N(CC(=O)N2CCc3ccccc32)S(=O)(=O)c2c(C)noc2C)c1 | -10% | 3.0% | -2% | -1%
CCCNC(=O)C1CCN(S(=O)(=O)c2ccc3nc4c(c(C(=O)O)c3c2)CCCCC4)CC1 | -2% | -1.7% | 4% | -8%
CCOC(=O)N1CCN(C(=O)c2ccccc2NC(=O)COc2ccccc2C)CC1 | -24% | 3.0% | 0% | -18%
O=C(O)CCCNc1ccc(S(=O)(=O)Nc2ccccc2C(=O)O)cc1C(=O)O | -3% | . | 7% | .
CCOC(=O)c1c(C)[nH]c(C)c1S(=O)(=O)N(C)CC(=O)Nc1cc(Cl)ccc1C | 0% | 0.0% | -7% | -5%[10.9 µM]
CCOc1ccccc1C(=O)N(CN1CCCC1=O)c1ccc(C)c(Cl)c1 | 21% | 0.8% | 13% | 5%
Cc1cc(Cl)ccc1NC(=O)C1CCCN(c2nnc(C)c3c(C)n(-c4ccccc4)nc23)C1 (configuration not stated) | -17% | 0.9% | -3% | -7%[10.9 µM]
O=C(CSc1nc2ccccc2nc1Cc1ccc(Cl)cc1)N1CCN(c2ccccc2F)CC1 | -4% | -2.8% | 7% | 4%[10.9 µM]
Cc1nn(C)c(C)c1NC(=O)CSc1nnc(C)n1-c1ccccc1 | 12% | -2.0% | -28% | 4%
CCOC(=O)c1ccccc1NC(=O)CN(c1ccccc1OC)S(=O)(=O)c1ccc(C)cc1 | -6% | ? | 32%[activator] | 8%[10.9 µM]
Cc1cc2cc(CCNS(C)(=O)=O)c(=O)[nH]c2cc1C | -9% | -1.2% | -5% | -5%
COc1ccccc1/C=C/CN1CC(C)OC(C)C1 (configuration not stated) | 4% | 2.6% | -2% | -6%
Cc1ccc(S(=O)(=O)N2CCC(Oc3ccc(-n4cnnn4)cc3)CC2)cc1 | -22% | 3.2% | 0% | -8%[10.9 µM]
CP(=O)(COC(=O)c1ccccc1)COC(=O)c1ccccc1 | 20% | 2.9% | -10% | -9%
Cc1ccc(NC(=O)CCCn2nc(C)c3sc4ccccc4c3c2=O)c(Cl)c1 | ? | -0.3% | ? | -22%[10.9 µM]
Cc1cc(N/C=C2\CCCCC2=O)no1 | -9% | -1.5% | -3% | -3%
CCn1cc2nc(SCc3ccccc3F)n(Cc3ccc(C)cc3)c(=O)c2n1 | -14% | -1.0% | 6% | -7%[10.9 µM]
CCCCOc1ccc(CNC(=O)c2cnc3sc(N4CCCC4)nn3c2=O)cc1 | 19% | -1.7% | -8% | 4%[10.9 µM]
Cc1cccc(NC(=O)CCNS(=O)(=O)c2ccc3c(c2)CCN3C(=O)C2CC2)c1 | 7% | ? | 15% | 24%[10.9 µM]
CC1CC(C)CN(S(=O)(=O)c2ccc(NC(=O)C3COc4ccccc4O3)cc2)C1 (configuration not stated) | 20% | 5.1% | 24% | -31%[inhibitor]
COc1ccc(C2C3=C(OC(C)=O)c4ccccc4C3=Nc3c2c(=O)n(C)c(=O)n3C)cc1 (configuration not stated) | 2% | 0.3% | -5% | -2%
COc1ccc(C(C)NC(=O)C2C(=O)NC3(C)CC2c2ccccc2O3)cc1 (configuration not stated) | -6% | 0.4% | -14% | -15%
CCCOc1ccc(-c2nonc2NC(=O)COc2ccc(C)cc2)cc1OCCC | -23% | -1.5% | 0% | -4%[10.9 µM]
CCS(=O)(=O)N1CCc2cc(C(=O)Nc3cc(OC)c(Cl)cc3OC)ccc21 | -31% | ? | -6% | -1%[10.9 µM]
CCCCN(c1ccccc1)S(=O)(=O)c1ccc2c(c1)CC(C)N2C(=O)C1CC1 (configuration not stated) | -17% | ? | 5% | -15%[10.9 µM]
Cc1c(C2CCN(CCc3ccccc3)CC2)noc1-c1ccc(Cl)cc1 | -18% | -0.1% | -6% | -13%
O=C(O)c1ccc(S(=O)(=O)N(Cl)Cl)cc1 | -5% | 1.9% | -19%[1.84 µM] | -22%&-2%
Cc1cc(C)n(CCOc2nonc2N)n1 | 9% | 1.0% | 6% | 0%
CC1(C)Cc2c(sc3nc(NCCN4CCOCC4)n4ncnc4c23)CO1 | 1% | -3.4% | -5% | -6%
O=C(O)CCN1C(=O)CC2(CCCCC2)C1=O | -5% | 0.0% | -1% | 1%
COCc1cc(C)nc(N2CCN(c3ccccc3)CC2)c1C#N | -9% | -1.0% | -27% | -2%
Cc1ccc(-n2ncc3c(N4CCN(C)CC4)ncnc32)cc1Cl | ? | ? | -7% | -22%[10.9 µM]
O=C(CCN1C(=O)COc2ccccc21)NCCN1CCOCC1 | 12% | -0.1% | -4% | -7%
O=C(Cn1c(=O)nc(-c2ccccc2)c2ccccc21)NCCc1ccc(Cl)cc1 | -20% | ? | -2% | -12%[10.9 µM]
CC(C)C(=O)Nc1c2c(nc3c1CCC3)CCCC2 | 4% | -1.7% | 7% | 5%
COCCOC(=O)C1=C(C)NC(=O)NC1C1CC=CCC1 (configuration not stated) | 6% | 3.3% | 7% | -4%
CCOC(=O)c1cccc(NC(=O)c2ccc3snnc3c2)c1 | ? | ? | -23% | 8%[10.9 µM]
COc1ccccc1-c1nc2s/c(=C\c3cccs3)c(=O)n2n1 | -11% | ? | -9% | -5%
CN(C)C(=O)c1ccc(-c2ccc3ncnc(NCc4cccnc4)c3c2)cc1 | 5% | 1.0%[11.4 µM] | -6% | 7%
COC(=O)c1cccc(NC(=O)C23CC4CC(C2)CC(n2cncn2)(C4)C3)c1 | 31% | . | 4% | .
O=C1C=C(NC2CC2)C2(CCCCC2)O1 | -14% | 0.3% | 0% | -5%

The results go on:
SMILES | p53ts 39C kill | IkB signaling | p53ts 32C kill | Peg3 imprint
COc1cccc(N(CC(=O)Nc2ccccc2C)S(C)(=O)=O)c1 | 0% | 7.2% | -4% | .
CCOC(=O)N1CCN(Cc2cc(=O)oc3ccc4ccccc4c23)CC1 | 5% | 0.4% | 6% | -11%
CN(C)c1ccc(CN(Cc2ccco2)C(=O)c2ccc(C(C)(C)C)cc2)cc1 | -11% | ? | 33%[activator] | -14%[10.9 µM]
Cc1cnc(-c2nnc(N(C)C(=O)c3ccncc3)s2)cn1 | -4% | -1.2% | -9% | .
CCOc1cccc2cc(-c3cn4c(n3)sc3ccccc34)c(=O)oc12 | -3% | ? | -9% | -12%[10.9 µM]
COC(=O)c1ccc(C(NC(=O)OCc2ccccc2)/C(=C/[C@@H](C)C(=O)NCc2ccc(OC)c(O)c2)c2cccnc2)cc1 (some centres not stated) | -7% | . | 14% | -11%
CC(C)NC(=O)C1(O)c2ccccc2NC(=O)N1c1ccc(Cl)c(Cl)c1 (configuration not stated) | -8% | ? | -12% | -4%
O=C(Nc1nonc1NC(=O)C1CCCCC1)C1CCCCC1 | 5% | -2.1% | 16% | -22%
CCN1CCN(c2ccc(NC(=O)COc3ccccc3Cl)cc2)CC1 | -12% | -0.6% | -7% | -13%
COc1cc(Cl)c(C)cc1NC(=O)CCc1c(C)nc2cc(-c3cccc(F)c3)nn2c1C | -3% | ? | 14% | -5%[10.9 µM]

Some of the entries so far, with values under each structure:
Values run as follows: p53ts 39C kill, IkB signaling, p53ts 32C kill, Peg3 imprint
CCOc1cccc2cc(-c3cn4c(n3)sc3ccccc34)c(=O)oc12
    -3%, ?, -9%, -12%[10.9 µM]
O=C(Nc1nonc1NC(=O)C1CCCCC1)C1CCCCC1
    5%, -2.1%, 16%, -22%
COC(=O)c1ccc(C(NC(=O)OCc2ccccc2)/C(=C/[C@@H](C)C(=O)NCc2ccc(OC)c(O)c2)c2cccnc2)cc1 (some centres not stated)
    -7%, ., 14%, -11%
CCOC(=O)N1CCN(Cc2cc(=O)oc3ccc4ccccc4c23)CC1
    5%, 0.4%, 6%, -11%
Cc1cnc(-c2nnc(N(C)C(=O)c3ccncc3)s2)cn1
    -4%, -1.2%, -9%, .

No new results follow: entries from further up.
SMILES | p53ts 39C kill | IkB signaling | p53ts 32C kill | Peg3 imprint
CN(C)c1ccc(CN(Cc2ccco2)C(=O)c2ccc(C(C)(C)C)cc2)cc1 | -11% | ? | 33%[activator] | -14%[10.9 µM]
Cc1cnc(-c2nnc(N(C)C(=O)c3ccncc3)s2)cn1 | -4% | -1.2% | -9% | .

(more compounds)
SMILES | p53ts 39C kill | IkB signaling | p53ts 32C kill | Peg3 imprint
CCOC(=O)c1ccc(NC(=O)Cn2cc(C(=O)C3CC3)c3ccccc32)cc1 | 20% | -1.2% | -2% | 18%[10.9 µM]
CSc1ccc(C2c3[nH]c4ccccc4c3CCN2C(=O)CCC2CCCC2)cc1 (configuration not stated) | 0% | 0.0% | -16% | 10%[10.9 µM]
COc1ccc(C)cc1N(CC(=O)O)S(=O)(=O)c1ccc(C)cc1 | 5% | -0.4% | 5% | ?
CC(C)n1c(SCC(=O)Nc2ccccc2N2CCOCC2)nc2c1c(=O)n(C)c(=O)n2C | 26% | . | 5% | .
CN(C)c1ccc(C(CC(=O)O)NC(=O)c2ccc(Cl)cc2)cc1 (configuration not stated) | -9% | 3.0% | -6% | .
Cc1ccc(C)c(S(=O)(=O)c2nnn3c2nc(NC2CCCCC2)c2sccc23)c1 | 8% | -2.3% | 10% | -17%[10.9 µM]
CCSc1nc2c(c(=O)[nH]c(=O)n2C)n1C | 2% | 0.0% | -8% | .
COc1ccc(-c2cc(C(F)(F)F)nc(S(C)(=O)=O)n2)cc1OC | -98% | ? | ? | -45%[inhibitor]
Cc1ccc(-n2nc(CO)c(C(=O)NCC(c3ccccc3)c3ccccc3)n2)cc1 | 9% | -1.3% | 0% | 11%[10.9 µM]
O=C(CSc1nc(-c2ccco2)cc(C(F)(F)F)n1)N1CCSCC1 | 8% | -0.9% | 5% | 1%
Cc1ccccc1OCc1nc2c3cnn(C)c3ncn2n1 | -7% | -4.4% | 13% | -4%
CCCOC(=O)Nc1ccc(N2CCCCC2)cc1 | 16µM* | 0.7% | 13µM* | -44%[inhibitor]
CCOc1cccc(-c2nnc3sc(-c4cc(OC)c(OC)cc4OC)nn23)c1 | 11% | 0.5% | 9% | -1%
Clc1cccc(N2CCN(Cc3nc(-c4ccccc4)no3)CC2)c1 | -5% | 2.6% | 4% | -9%
COc1ccccc1N1CCN(C(=O)c2cc(-c3ccccc3O)on2)CC1 | -18% | ? | 5% | 17%[10.9 µM]
CCOC(=O)CNC(=O)CN1C(=O)CCSc2ccccc21 | 5% | . | 5% | .
OCl | 0% | -0.6% | -22%[1.84 µM] | -1%
CS(=O)(=O)N(CC(=O)N1CCN(c2ccccc2)CC1)c1cc(C(F)(F)F)ccc1Cl | -2% | ? | -7% | -15%
COc1ccc(-c2nc3cnc(OC)nc3n(C)c2=O)cc1 | 1% | 0.1%[11.4 µM] | -6% | -4%
COc1ccc2oc(=O)c(-c3nnc(NCc4ccco4)s3)cc2c1 | -12% | ? | 5% | -36%[inhibitor]
O=C(Nc1sc2c(c1C(=O)NCC1CCCO1)CCC2)c1cc(=O)c2cc(Cl)ccc2o1 (configuration not stated) | 2% | -0.8% | 12% | -7%[10.9 µM]
NC(=O)c1ccsc1NC(=O)COC(=O)c1ccccc1NCc1ccco1 | ? | ? | ? | 10%
